Source: PubChem (several laboratories)
STK33 inh: inhibitors of purified STK33 kinase, primary screen, biochemical, ADP-Glo luminescence, homogeneous, cell-free. MBP phosphorylation. inhibition, % at 10 µM. 320,000 tested, 0.073% active. AID 2661, 2010;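 active means inhibition at or above 25%, using the most active replicate where run in duplicate; inactive means inhibition below 25%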
Target sequence (Q9BYT3 whole entry, looked up): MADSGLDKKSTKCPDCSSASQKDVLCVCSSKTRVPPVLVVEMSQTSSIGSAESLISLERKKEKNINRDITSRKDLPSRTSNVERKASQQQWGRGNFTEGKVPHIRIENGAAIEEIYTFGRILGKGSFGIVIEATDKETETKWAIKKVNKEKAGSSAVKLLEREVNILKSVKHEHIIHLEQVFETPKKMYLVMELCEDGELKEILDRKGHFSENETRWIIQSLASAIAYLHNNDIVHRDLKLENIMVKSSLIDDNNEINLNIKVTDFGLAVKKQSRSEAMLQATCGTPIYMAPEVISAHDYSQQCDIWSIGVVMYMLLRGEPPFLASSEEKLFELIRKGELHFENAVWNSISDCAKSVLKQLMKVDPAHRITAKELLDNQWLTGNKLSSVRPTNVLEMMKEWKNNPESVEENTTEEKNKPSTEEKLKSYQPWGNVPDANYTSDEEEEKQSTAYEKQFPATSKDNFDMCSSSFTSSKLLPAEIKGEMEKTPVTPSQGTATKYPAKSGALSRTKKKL
Kir21 inh: inhibitors of mouse Kir2.1 inward-rectifier potassium channel; 310,000 tested, 0.85% active; B-score at 10 µM; Inward rectifier potassium channel 2 (Mus musculus), P35561; HEK293-Kir2.1, FluxOR thallium flux fluorescence; active compounds read low;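 active means fluorescence ratio B-score at or below minus 3 SD of library scores, with starting-brightness B-score within 2 SD, cut at about -4.2 in these data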;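 further: channel flux triggered by added potassium and thallium sulfate stimulus; B-score of peak minus minimum fluorescence over baseline after thallium stimulus; more negative B-score means stronger Kir2.1 block with less thallium influx; some compounds called inactive have numbers as strong as hits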
Target sequence (P35561 whole entry, looked up): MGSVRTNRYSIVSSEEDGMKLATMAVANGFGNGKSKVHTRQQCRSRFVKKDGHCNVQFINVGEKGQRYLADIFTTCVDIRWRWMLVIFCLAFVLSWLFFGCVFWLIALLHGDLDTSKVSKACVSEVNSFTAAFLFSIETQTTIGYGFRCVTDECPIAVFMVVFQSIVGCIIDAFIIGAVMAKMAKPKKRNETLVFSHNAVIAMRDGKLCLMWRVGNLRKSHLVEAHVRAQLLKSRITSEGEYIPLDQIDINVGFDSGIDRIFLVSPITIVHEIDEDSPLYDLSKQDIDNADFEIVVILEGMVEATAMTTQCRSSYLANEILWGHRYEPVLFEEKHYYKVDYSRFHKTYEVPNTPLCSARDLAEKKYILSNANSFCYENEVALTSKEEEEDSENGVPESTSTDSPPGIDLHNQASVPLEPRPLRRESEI
* marks the source's active call; other numbers are inactive results; . = not tested or not shown.

SMILES | STK33 inh | Kir21 inh
COc1ccc(-c2noc(C3CCCN(C(=O)c4ccccc4)C3)n2)cc1 (stereo not given) | -1.0 | -1.6
CN(C(=O)COC(=O)C1=COCCO1)c1c(N)n(Cc2ccccc2)c(=O)[nH]c1=O | -0.5 | -0.03
O=[N+]([O-])c1cccc(/C=C/c2nc[nH]c2[N+](=O)[O-])c1 | -1.6 | 1.3
CC1CN(CC(O)COc2ccccc2C(C)(C)C)CC(C)O1 (stereo not given) | -1.3 | 0.91
c1ccc(CCNC2=NCCS2)cc1 | -0.9 | -0.11
CN(CC(=O)Nc1ccc(F)c(F)c1F)c1ncnc2sccc12 | 4.2 | -0.37
O=C(CSc1n[nH]c(=O)[nH]c1=O)NC1CC1 | -0.4 | -2
COc1cc(C(=O)NCCNc2nc3cc(C)ccc3cc2C#N)cc(OC)c1OC | -4.4 | -0.23
CCOc1cccc(CNc2ccc(O)cc2)c1OCc1ccccc1Cl | 0.3 | -0.12
Cc1[nH]c2ccc(C(=O)NC3CCCC3)cc2c1C | 0.0 | .
N/C(=N\OC(=O)c1ccc(Cl)cc1)c1[nH]ncc1Br | 7.5 | -2.1
CCN(C(=O)CCS(=O)(=O)c1ccc(Br)cc1)c1ccc2c(c1)OCO2 | -1.0 | .
CC(C)C1Cc2c(sc3c2c(=O)n(-c2ccccc2)c2n[nH]c(=S)n32)CO1 (stereo not given) | -1.7 | -0.35
CC(=O)Nc1ccc(C(=O)COC(=O)c2cccs2)c(F)c1 | 0.6 | .
CC(CCc1ccccc1)NC(=O)COC(=O)c1ccccc1Br (stereo not given) | -0.4 | -1.9
COc1ccc2cc(C(c3nnnn3C3CCCC3)N3CCCCCC3)c3nnnn3c2c1 (stereo not given) | -0.9 | 0.19
Cc1ccc(NC(=O)CN(C)C(=O)c2cc(-c3ccco3)nc3ccccc23)cc1 | 0.3 | -1.6
O=C(COC(=O)CCc1nc2ccccc2n1-c1ccccc1)Nc1cccc(Cl)c1 | -1.8 | 0.66
COc1ccc(C)cc1NC(=O)C1CCCN(S(=O)(=O)c2cnc[nH]2)C1 (stereo not given) | -1.4 | -0.01
CCCOC(=O)c1ccc(NC(=O)C(CC)CC)cc1 | -0.2 | -0.76
COc1cc([N+](=O)[O-])ccc1N1C(=O)CC(Sc2nccc(C)n2)C1=O (stereo not given) | -0.2 | 1
Cc1oc(-c2ccc(F)cc2)cc1-c1nn2c(-c3ccoc3C)nnc2s1 | 2.8 | -1.2
CN1CCN(NC(=O)CN2C(=O)S/C(=C\c3c(Cl)cccc3Cl)C2=O)CC1 | 0.2 | 0.33
CCOC(=O)c1ccc(NC(=S)NCc2ccco2)cc1 | 0.2 | -0.64
CC1(C)CC2(CCO1)C(Nc1ccccc1)=NC(=S)N2CC(N)=O (stereo not given) | -1.1 | 1.3
CCn1cc(CCC(=O)NC2CCCC2)c2ccccc21 | 0.6 | -3.6
Cc1cccn2c(=O)c3cc(C(=O)NC4CCCCCC4)sc3nc12 | -0.9 | -0.46
O=C(OCn1ncc(Cl)c(Cl)c1=O)c1ccccc1Cl | 0.5 | -1.8
COc1ccccc1C(=O)N/N=C(\C)CC(=O)Nc1ccc(Cl)cn1 | -0.3 | 0.05
CC1CCCC(C)N1c1nnc(NC(=O)c2cc(-c3ccc(Br)cc3)on2)s1 (stereo not given) | 6.9 | 1.8
Cc1nnc2c(SC(C)C)nc3ccccc3n12 | -0.6 | -1
CCn1cc([N+](=O)[O-])c(C(=O)N2N=C(c3ccc(OC)cc3OC)CC2c2ccccc2O)n1 (stereo not given) | 0.0 | -2.9
Cc1cc(Nc2ccc(Cl)cc2)nc(-c2ccccc2O)n1 | -0.9 | -1.3
COc1cccc(OCc2cc(C(=O)N(C)Cc3nc(C)cs3)no2)c1 | -1.5 | 1.2
COC(=O)C1CCN(S(=O)(=O)Cc2ccccc2)CC1 | -0.8 | -1
O=C(Nc1cccc(Cl)c1)c1csc(-c2ccccc2)n1 | -0.1 | 1
CC(CO)(CO)NC(=O)c1ccc(=O)[nH]n1 | -1.2 | 1.3
COc1ccc(OC)c(Cc2nnc(CCC(=O)NC3CCCCCCC3)o2)c1 | 0.0 | -1.4
CCCOc1ccc(C(=O)CCC(=O)OC(C)C(=O)Nc2ccc(NC(C)=O)cc2)cc1 (stereo not given) | -0.6 | 0.42
CCn1c(SCC(=O)N2CCCC2)nc2c1c(=O)n(C)c(=O)n2C | -3.2 | -0.19
Cc1cccc(C)c1NC(=O)CNC(=O)CCNC(=O)c1ccco1 | 2.5 | .
CCOC(=O)C1CCCN(C(=O)c2cccc(N3C(=O)c4ccccc4C3=O)c2)C1 (stereo not given) | -0.8 | .
C#CCOCCOCCOCCNc1nc(N2CCN(C(=O)CCCCCCCCCCNC(=O)[C@H](CCCCN)n3cc(CCO)nn3)CC2)nc(N2CCN(C(=O)CCCCCCCCCCNC(=O)[C@H](CCCN=C(N)N)n3cc(C[C@@H](C)CC)nn3)CC2)n1 | 14 | .
COC(=O)C1(CC2CC(c3ccncc3)=NO2)CCN(C(=O)OC(C)(C)C)CC1 (stereo not given) | 0.4 | 0.02
CCc1ccc(NC(=O)c2ccc(Cn3cc([N+](=O)[O-])cn3)cc2)cc1 | -1.2 | 1.9
CCOCC(=O)Nc1nnc(COCC)s1 | -1.6 | 0.43
COc1ccccc1CC(=O)N1CCN(c2ccccc2F)CC1 | -3.6 | 0.11
CS(=O)(=O)N(CC(=O)Nc1ccccc1C(=O)N1CCOCC1)c1ccccc1 | -2.1 | 2.5
CCOC(=O)NC1(C(F)(F)F)NC(=O)N(C2CCCCC2)C1=O (stereo not given) | 2.3 | -1.7
COc1ccc(CCNC(=O)c2ccccc2C(=O)NCCc2ccc(OC)c(OC)c2)cc1OC | -0.9 | -1.1
O=C(CCc1ccccc1)Nc1cc(C(F)(F)F)ccc1Cl | -1.3 | -0.45
Cc1cccc(CNC(=O)C(C)n2nc(C)c3c(C)n(-c4ccccc4)nc3c2=O)c1 (stereo not given) | 1.5 | 0.96
O=C(NCc1ccc2c(c1)OCO2)C1CCCCC1 | -0.1 | 1
N#CCC(=O)Nc1ccc(C(=O)NCc2ccccn2)cc1 | -2.8 | -0.61
CCOC(=O)c1cnc2c(cnn2C)c1NCCC#N | 0.3 | 0.17
CCOC(=O)c1c(S(=O)(=O)Nc2cccc(Cl)c2)c(C)n(C)c1C | -2.3 | 2.7
CCOc1ccc(NC(=O)Nc2ccc(N(C)C(C)=O)cc2)cc1 | -0.8 | 1.5
Cc1ccc(NC(=O)COc2ccc(/C=C3/SC(=Nc4ccccc4)N(Cc4cccnc4)C3=O)cc2)cc1 | 0.3 | -0.07
COc1cccc(Nc2nc(-c3ccc(O)cc3)cs2)c1 | 2.7 | -0.01
COc1ccc(N2C(=O)/C(=C/c3ccc([N+](=O)[O-])cc3)N=C2C)c(OC)c1 | -0.2 | 1.8

Complete entries from above. Order of screens: STK33 inh | Kir21 inh
COc1cccc(Nc2nc(-c3ccc(O)cc3)cs2)c1 across the screens: 2.7 | -0.01
Cc1cccc(C)c1NC(=O)CNC(=O)CCNC(=O)c1ccco1 across the screens: 2.5 | .
CCOCC(=O)Nc1nnc(COCC)s1 across the screens: -1.6 | 0.43

Next section
SMILES | STK33 inh | Kir21 inh
O=S(=O)(NC1CCCC1)c1ccc(Br)s1 | -0.2 | -0.94
Cc1ccc(C)c(-c2cc(C(=O)Nc3cccc(C(=O)O)c3)c3ccccc3n2)c1 | 0.9 | -0.62
CN(C(=O)COC(=O)c1nc(Cl)ccc1Cl)c1ccccc1 | -0.7 | 1.1
CC1(C)C2CCC1(CS(=O)(=O)Nc1cccc(S(N)(=O)=O)c1)C(=O)C2 (stereo not given) | -1.5 | -1.9
O=C(CNC(=S)N(Cc1ccccc1F)C1CCCCC1)NCCN1CCOCC1 | -1.1 | -0.15
O=C(COc1ccccc1)N1CCN=C1SCc1ccccc1 | 0.2 | 0.69
N#CC1=C(N)Oc2cc(N)ccc2C1c1ccc(F)cc1 (stereo not given) | 10 | 2.3
O=C(NCc1cccs1)C(=O)NCC(c1ccco1)N1CCN(c2ccccc2F)CC1 (stereo not given) | 2.4 | 0.2
COc1ccc(C(=O)NN(C)c2nc(C(F)(F)F)nc3ccccc23)cc1 | -1.3 | 1.9
CCOc1cc(/C=C2\C(=N)N3N=C(N4CCCCC4)SC3=NC2=O)ccc1OC(=O)c1ccco1 | 0.9 | 0.34
O=C(NC1CCCC1)C(c1ccncc1)N(CCCN1CCOCC1)C(=O)c1ccc(-c2ccccc2)[nH]1 (stereo not given) | -1.3 | 0.04
Cc1ccc(NC(=O)/C(=C\C=C\c2ccccc2)NC(=O)c2ccccc2)cc1 | -0.1 | -0.01
CC(C)Cn1c(N)c(C(=O)COC(=O)Cc2cccs2)c(=O)n(C)c1=O | -0.2 | -0.63
CC(C)OC(=O)c1cccc(C(=O)Nc2cccc(NC(=O)c3cccc(C(=O)OC(C)C)n3)n2)n1 | -2.3 | 0.22
CCCCC(=O)Nc1nc(C)c(-c2csc(Nc3cc(Cl)ccc3OC)n2)s1 | -0.9 | 0.02
CC(C)Oc1ccc(C(=O)NC2CCN(Cc3ccccc3)CC2)cc1 | 0.1 | 0
S=C(Nc1ccccc1)Nc1nc2ccccc2n1CCOc1ccc(Cl)cc1 | -1.3 | -0.24
CC1CCc2c(sc(NC(=S)NC(=O)c3ccccc3)c2C#N)C1 (stereo not given) | -1.7 | -1.6
N#C/C(=C(/O)COc1ccc(Cl)cc1)c1nc2ccccc2s1 | -0.8 | -0.07
NS(=O)(=O)c1cccc(NC(=O)COC(=O)CCSc2ccccc2)c1 | 2.1 | -1.1
CN(CCc1ccccn1)Cc1ccc(Cl)cc1 | 0.6 | 1.6
O=C(COC(=O)CNC(=O)c1cccc([N+](=O)[O-])c1)Nc1ccccc1OC(F)F | -0.4 | -0.09
O=C1[C@H]2[C@@H](c3ccc(F)cc3)N3C(=O)N(c4ccc(Br)cc4)C(=O)[C@@]3(Cc3ccccc3)[C@H]2C(=O)N1C1CCCCC1 | -2.2 | 0.44
C=CCn1c(SCC(=O)Nc2ccccc2C)nc2sc(C)c(C)c2c1=O | -1.5 | 0.24
O=S(=O)(c1ccc2nc(N3CCN(c4ccccc4F)CC3)ccc2c1)N1CCCCC1 | -0.1 | -0.77
COc1cc(C2N(c3ccccc3)CCN2c2ccccc2)ccc1OC(C)=O | -0.7 | -1.7
CC(=O)c1sc(NC(=O)CCNC(=O)c2ccco2)nc1-c1ccccc1 | -0.1 | -0.01
COC(=O)c1c(N)sc2c1CCN(c1ncc(C(F)(F)F)cc1Cl)C2 | -0.7 | -0.42
Cc1oc(-c2ccccc2)cc1C(=O)Nc1ccc2ccccc2c1 | -1.4 | -0.36
CC1Cc2cc(/C(O)=C3/C(=O)C(=O)N(CCCn4ccnc4)C3c3ccco3)ccc2O1 (stereo not given) | -0.8 | 0.38
COc1ccc(NC(=O)c2ccco2)cn1 | -0.7 | -0.2
CCOc1cc(NC(=S)NCCCN2CCOCC2)c(OCC)cc1NC(=O)c1cccc(F)c1 | 0.3 | 1.2
Cc1ccc2c(c1)N(C(=O)CCC(=O)Nc1ccccc1Br)CC(C)O2 (stereo not given) | -1.3 | -0.03
O=C(CN(CC1CCCO1)C(=O)c1nsc(Cl)c1Cl)NC1CCCC1 (stereo not given) | -2.4 | 1.9
CCCCn1c(N)c(N(CC(C)C)C(=O)c2ccc(-c3ccc(C(C)=O)cc3)o2)c(=O)[nH]c1=O | . | 0.15
CNC(=O)CCCc1nc(-c2ccccc2Cl)no1 | 0.9 | -0.13
Cc1cc(=O)oc2cc(O[C@@H]3O[C@H](CO)[C@H](O)[C@H](O)[C@H]3O)ccc12 | -1.8 | -0.81
Cc1cc(-c2sccc2C)nc(-n2cccc2)n1 | 1.0 | -0.02
C(=N\N1CCN(Cc2ccccc2)CC1)/c1ccc(-c2ccccc2)cc1 | -0.1 | -0.35
COc1ccc(CCNS(=O)(=O)c2csc(C(N)=O)c2)cc1OC | -1.8 | -0.06

In the list so far, six have a nitro group on carbon:
SMILES | STK33 inh | Kir21 inh
O=[N+]([O-])c1cccc(/C=C/c2nc[nH]c2[N+](=O)[O-])c1 | -1.6 | 1.3
COc1cc([N+](=O)[O-])ccc1N1C(=O)CC(Sc2nccc(C)n2)C1=O (stereo not given) | -0.2 | 1
CCn1cc([N+](=O)[O-])c(C(=O)N2N=C(c3ccc(OC)cc3OC)CC2c2ccccc2O)n1 (stereo not given) | 0.0 | -2.9
CCc1ccc(NC(=O)c2ccc(Cn3cc([N+](=O)[O-])cn3)cc2)cc1 | -1.2 | 1.9
COc1ccc(N2C(=O)/C(=C/c3ccc([N+](=O)[O-])cc3)N=C2C)c(OC)c1 | -0.2 | 1.8
O=C(COC(=O)CNC(=O)c1cccc([N+](=O)[O-])c1)Nc1ccccc1OC(F)F | -0.4 | -0.09

The listing continues.
SMILES | STK33 inh | Kir21 inh
CCN(C(=O)COC(=O)/C(C#N)=C/c1ccc(N(C)C)cc1)C1CCS(=O)(=O)C1 (stereo not given) | -0.6 | .
O=C(Cn1c(CCCO)nc2ccccc21)Nc1ccccc1-c1ccccc1 | -1.4 | -0.65
Cc1ccc(S(=O)(=O)/N=C2\CN(C)C(=O)N2C)cc1 | 0.2 | -0.13
O=C(Nc1nc2cc3c(cc2s1)OCO3)C1=COCCO1 | 0.9 | 0.98
Cc1cc(C)c(C#N)c(SCSCc2ccccc2)n1 | 0.9 | -0.67
N=C(N)SCc1ccccn1 | 0.6 | -0.29
CCc1ccccc1NC(=O)C1CCN(c2cnccn2)CC1 | 1.2 | -1.1
CSc1ccc(/C=C/C(=O)OCC(=O)NC2CC2)cc1 | -0.5 | .
